Screening results: PubChem BioAssay, Southern Research Specialized Biocontainment Screening Center
Rac1 GTP hydrolysis: MgcRacGAP GTPase-activating activity inhibitors, confirmation, biochemical, ADP Hunter fluorescence; Rac GTPase-activating protein 1 (Homo sapiens); AID 624330, 2012; MgcRacGAP-stimulated Rac1 GTP hydrolysis, ADP Hunter fluorescence; higher % means a stronger effect; GST-tagged Rac1 F28L mutant substrate; inhibition, % at 30 µM, or IC50 in µM where a hit was titrated; 340,000 compounds, 0.6% hits;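 active means first-screen hits whose inhibition reached a set limit at any dose in the follow-up dose series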;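 further: fluorescence reports GDP produced by GAP-driven GTP hydrolysis; strong numbers were not always called active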
Numbers without * were called inactive. Some of the compounds tested. The share of hits here may be higher or lower than overall.

SMILES	Rac1 GTP hydrolysis
CCCCCC(=O)N1C[C@H](O)[C@@H](n2cc(COC(=O)c3ccccc3)nn2)C[C@@H]1c1ccc(OC)cc1	9%
Clc1nnc(NC2CCCCC2)c(Cl)c1Cl	1%
C[C@@H]1CN([C@H](C)CO)C(=O)CCCn2nncc2CO[C@@H]1CN(C)C(=O)c1ccccc1	8%
Cc1cc2c(c(C#N)c1C)NC=NC2C (stereo not given)	3%
CN(C)CCCN(C(=O)c1ccc(S(=O)(=O)N2CCCCCC2)cc1)c1nc2cc3c(cc2s1)OCO3	9%
O=C(OCc1cn([C@H]2CN(Cc3cccs3)[C@@H](c3ccccc3)C[C@@H]2O)nn1)c1ccccc1	13%
COC(=O)C(NC(=O)c1ccccc1)C(C)(C)SCc1ccccc1 (stereo not given)	3%
C[C@@H]1CN([C@H](C)CO)C(=O)CCCn2nncc2CO[C@H]1CN(C)C(=O)CCC(F)(F)F	7%
COc1cc2c3c(cccc3c1)C(=O)N(CCN1CCCC1)C2=O	15%
O=C(O)c1c(Cl)c(Cl)c(Cl)c(Cl)c1C(=O)OCC1CCCO1 (stereo not given)	4%
CCCNC(=O)N(C)C[C@@H]1Oc2cc(Br)ccc2S(=O)(=O)N([C@@H](C)CO)C[C@H]1C	-14%
Cc1cccc(OC(=O)Nc2ccc(C(=O)O)c(O)c2)c1	7%
CC1=C(C(=O)N2CCOCC2)CC(CC(=O)NCc2cccs2)C(=O)N1Cc1ccc(F)cc1 (stereo not given)	5%
CC1=C(C(=O)N2CCOCC2)CC(CC(=O)NCc2cccc3ccccc23)C(=O)N1CCCN1CCCC1=O (stereo not given)	6%
COc1ccccc1CNC(=O)C[C@@H]1C[C@H]2c3cc(NC(=O)c4ccc5c(c4)OCO5)ccc3O[C@H]2[C@@H](CO)O1	13%
C[C@@H]1CN([C@@H](C)CO)C(=O)c2cc(Br)cnc2O[C@H]1CN(C)S(=O)(=O)c1ccccc1	10%
COc1ccc(CN2C(=O)C(CC(=O)NCCCCc3ccccc3)CC(C(=O)N3CCOCC3)=C2C)cc1 (stereo not given)	14%
COc1ccccc1N1CCN(CCS(=O)(=O)c2cc(Cl)ccc2Cl)CC1	9%
O[C@@H]1CN(Cc2cccs2)[C@@H](c2ccccc2)C[C@H]1n1cc(-c2ccc(F)cc2)nn1	-12%
Cc1sc2ncnc(SCC(=O)NC3CCS(=O)(=O)C3)c2c1C (stereo not given)	18%
O=C(C[C@H]1C[C@@H]2c3cc(NC(=O)C4CCC4)ccc3O[C@@H]2[C@H](CO)O1)NC1CCCCC1	17%
CCN(c1ccccc1)S(=O)(=O)c1ccc(C(=O)N2CCN(c3ccccc3F)CC2)cc1	9%
C[C@@H]1CN([C@H](C)CO)S(=O)(=O)c2ccc(Br)cc2O[C@H]1CN(C)C(=O)Cc1ccccn1	14%
COc1ccc(CNC(=O)O[C@@H]2C[C@H]3C(=O)N(c4ccccc4)C(=O)[C@H]3[C@@]3(CN(S(=O)(=O)c4ccc(C)cc4)C[C@H]3C)[C@@H]2O)cc1OC	13%
O=C1C(=C(c2ccccc2)N2CCOCC2)Cc2ccccc21	13%
O=C(c1ccc(N2CCCC2=O)cc1)N1CCN(c2ccc(C(F)(F)F)cc2[N+](=O)[O-])CC1	10%
COc1ccc(S(=O)(=O)N2CCCC2CNC(=O)C(=O)NC2CCCC2)cc1 (stereo not given)	17%
C[C@H](CO)N1C[C@H](C)[C@@H](CN(C)C(=O)C2CC2)OCc2cnnn2CCCC1=O	7%
Cc1ccc(C(=O)OCC(=O)NC2CCCC(C)C2C)s1 (stereo not given)	6%
CCc1noc(C)c1C(=O)N1CCN(c2cccc(Cl)c2)CC1	7%
COc1cc(N(CCCn2cnc3c(SC)ncnc32)CCCn2cnc3c(SC)ncnc32)cc(OC)c1OC	23%
COc1ccccc1NC(=O)N(C)C[C@H]1Oc2ncc(Br)cc2C(=O)N([C@H](C)CO)C[C@H]1C	19%
NNC(=O)c1nc2ccccc2s1	14%
C[C@@H]1CN([C@H](C)CO)C(=O)CCCn2nncc2CO[C@H]1CN(C)S(=O)(=O)c1cccc(C#N)c1	10%
COc1ccccc1NC(=O)c1oc2ccccc2c1C	15%
O=C1CC[C@@H](C(=O)N2CSC[C@@H]2C(=O)Nc2cccc(C(F)(F)F)c2)N1	6%
COc1ccc(S(=O)(=O)N(C)[C@H]2C[C@H]3c4cc(Oc5ccccc5C)ccc4CCN3C(=O)[C@H]2[C@H](C)O)cc1	6%
COc1cc(-c2c(NC(=O)c3ccco3)oc3ccc(Cl)cc3c2=O)cc(OC)c1OC	3%
C[C@H]1CN([C@@H](C)CO)C(=O)CCCn2nncc2CO[C@@H]1CN(C)C(=O)Nc1ccnc(N2CCOCC2)c1	18%
O=C(COC(=O)c1ccc(Cl)c(S(=O)(=O)N2CCCCC2)c1)NC1CCCCC1	6%
C[C@H]1CN([C@@H](C)CO)S(=O)(=O)c2ccc(Br)cc2O[C@H]1CN(C)S(=O)(=O)c1ccccc1	16%
CCc1ccc(N2CC(C(=O)N(CC)CC(=O)Nc3c(F)cccc3F)CC2=O)cc1 (stereo not given)	12%
CCCCN1C(=O)CC2CCOC21C (stereo not given)	9%
Cc1cc2c(cc1C)C(=O)CCC2	4%
COc1ccc(C(=O)Nc2ccc3c(c2)OCCO3)c(OC)c1	10%

20 neighbouring entries already listed, quoted:
SMILES	Rac1 GTP hydrolysis
C[C@@H]1CN([C@H](C)CO)S(=O)(=O)c2ccc(Br)cc2O[C@H]1CN(C)C(=O)Cc1ccccn1	14%
COc1ccc(CNC(=O)O[C@@H]2C[C@H]3C(=O)N(c4ccccc4)C(=O)[C@H]3[C@@]3(CN(S(=O)(=O)c4ccc(C)cc4)C[C@H]3C)[C@@H]2O)cc1OC	13%
O=C1C(=C(c2ccccc2)N2CCOCC2)Cc2ccccc21	13%
O=C(c1ccc(N2CCCC2=O)cc1)N1CCN(c2ccc(C(F)(F)F)cc2[N+](=O)[O-])CC1	10%
COc1ccc(S(=O)(=O)N2CCCC2CNC(=O)C(=O)NC2CCCC2)cc1 (stereo not given)	17%
C[C@H](CO)N1C[C@H](C)[C@@H](CN(C)C(=O)C2CC2)OCc2cnnn2CCCC1=O	7%
Cc1ccc(C(=O)OCC(=O)NC2CCCC(C)C2C)s1 (stereo not given)	6%
CCc1noc(C)c1C(=O)N1CCN(c2cccc(Cl)c2)CC1	7%
COc1cc(N(CCCn2cnc3c(SC)ncnc32)CCCn2cnc3c(SC)ncnc32)cc(OC)c1OC	23%
COc1ccccc1NC(=O)N(C)C[C@H]1Oc2ncc(Br)cc2C(=O)N([C@H](C)CO)C[C@H]1C	19%
NNC(=O)c1nc2ccccc2s1	14%
C[C@@H]1CN([C@H](C)CO)C(=O)CCCn2nncc2CO[C@H]1CN(C)S(=O)(=O)c1cccc(C#N)c1	10%
COc1ccccc1NC(=O)c1oc2ccccc2c1C	15%
O=C1CC[C@@H](C(=O)N2CSC[C@@H]2C(=O)Nc2cccc(C(F)(F)F)c2)N1	6%
COc1ccc(S(=O)(=O)N(C)[C@H]2C[C@H]3c4cc(Oc5ccccc5C)ccc4CCN3C(=O)[C@H]2[C@H](C)O)cc1	6%
COc1cc(-c2c(NC(=O)c3ccco3)oc3ccc(Cl)cc3c2=O)cc(OC)c1OC	3%
C[C@H]1CN([C@@H](C)CO)C(=O)CCCn2nncc2CO[C@@H]1CN(C)C(=O)Nc1ccnc(N2CCOCC2)c1	18%
O=C(COC(=O)c1ccc(Cl)c(S(=O)(=O)N2CCCCC2)c1)NC1CCCCC1	6%
C[C@H]1CN([C@@H](C)CO)S(=O)(=O)c2ccc(Br)cc2O[C@H]1CN(C)S(=O)(=O)c1ccccc1	16%
CCc1ccc(N2CC(C(=O)N(CC)CC(=O)Nc3c(F)cccc3F)CC2=O)cc1 (stereo not given)	12%

New compounds follow:
SMILES	Rac1 GTP hydrolysis
CCN(CC)C(=O)C1=C(C)N(CCCOC)C(=O)C(CC(=O)NC2CCCCC2)C1 (stereo not given)	12%
C[C@@H]1CN([C@H](C)CO)C(=O)CCCn2nncc2CO[C@H]1CN(C)C(=O)NC1CCCCC1	9%
Cc1c(-c2ccccc2)n(O)c(-c2ccc(N(C)C)cc2)[n+]1[O-]	9%
CC(=O)c1ccc(N2CCN(C(=O)COc3ccc4ccccc4c3)CC2)cc1	16%
O=[N+]([O-])c1cccc(C2Nc3ccccc3CO2)c1 (stereo not given)	13%
C[C@H](CO)N1C[C@H](C)[C@@H](CN(C)C(=O)Nc2ccc(F)cc2)OCc2cnnn2CCCC1=O	11%
C[C@@H]1CN([C@@H](C)CO)C(=O)CCCn2nncc2CO[C@@H]1CN(C)C(=O)OCc1ccccc1	4%
O=C(O)C1CCN(C(=O)c2ccc(S(=O)(=O)N3CCCCCC3)cc2)CC1	-4%
COc1ccccc1C(=O)NNC(=O)c1cc2ccccc2cc1O	6%
Cn1c(=O)c2cccnc2c(=O)n1C	5%
CC(=O)Nc1cccc(NC(=O)c2ccc(S(=O)(=O)NCc3ccco3)cc2)c1	6%
C[C@@H]1CN([C@H](C)CO)C(=O)CCCn2nncc2CO[C@@H]1CN(C)C(=O)Nc1ccc(N2CCCCC2)cc1	19%
CCc1cc(-c2nnn(CCC3COCCO3)c2CC)cc(CC)c1-c1cn(CCc2c[nH]c3ccccc23)nn1 (stereo not given)	12%
CC1C(=O)N(Cc2cn(CCC3OCCCO3)nn2)CCS(=O)(=O)N1Cc1ccc(-c2ccc(Cl)c(Cl)c2)cc1 (stereo not given)	5%
COc1ccc(S(=O)(=O)N2CCOCC2)cc1NC(=O)c1ccc(SC)cc1OC	1%
C[C@H]1CN([C@@H](C)CO)C(=O)CCCn2nncc2CO[C@H]1CN(C)S(=O)(=O)c1ccc(C#N)cc1	8%
N=c1ncn(C2OC(CO)C(O)C2O)c2nc(Br)[nH]c12 (stereo not given)	2%
CN[C@H]1C[C@H]2c3[nH]c4ccccc4c3CCN2C(=O)[C@H]1[C@H](C)O	14%
Cc1c(NC(=O)c2cccc(NC(=O)C(C)Oc3ccccc3)c2)c(=O)n(-c2ccccc2)n1C (stereo not given)	10%
COc1ccc(NC(=S)Nc2ccc(S(=O)(=O)N3CCCCC3)cc2)cc1	12%
COc1ccc(CC(=O)N2CCN(C(=O)Cc3ccc(OC)c(OC)c3)CC2)cc1OC	11%
Cc1csc(SCC(=O)Nc2ccc(C)c(S(=O)(=O)N(C)C)c2)n1	5%
c1ccc(CNc2ncn[nH]2)cc1	7%
Cc1ccc(NC(=O)CSc2nc3cc(C(=O)NCC4CCCO4)ccc3c(=O)n2CC2CCCO2)cc1 (stereo not given)	18%
CN(C(=O)COC(=O)CSc1ccccc1)c1c(N)n(Cc2ccccc2)c(=O)[nH]c1=O	5%
Cc1ccc(OCC(=O)OCC(=O)NC2CCCCCC2)cc1C	1%
COc1ccccc1S(=O)(=O)N(C)C[C@@H]1Oc2ncc(-c3ccc(C)cc3)cc2C(=O)N([C@H](C)CO)C[C@@H]1C	10%
O=C(Nc1ccn(CCCNCC2CCCCC2)c(=O)n1)OCc1ccccc1	15%
CCOC(=O)N(C)C[C@@H]1OCc2cnnn2CCCC(=O)N([C@@H](C)CO)C[C@@H]1C	17%
CCCN(CC(=O)Nc1ccccc1C)C(=O)C1CCN(S(=O)(=O)c2ccc(C)c(C)c2)CC1	22%
CC(C)OC(=O)N(C)C[C@@H]1OCc2cnnn2CCCC(=O)N([C@H](C)CO)C[C@H]1C	3%
CCOc1cc(/C=N/NC(=O)c2ccncc2)cc(Br)c1O	15%
CCN(CC)CCOc1ccc(-c2c(C)c3c(ccc4ccccc43)oc2=O)cc1	18%
O=C(COC(=O)c1ccccc1SCC(=O)N1CCCC1)NCc1ccc(F)cc1	15%
CC(C)C1C(=O)N(Cc2cn(Cc3ccco3)nn2)CCS(=O)(=O)N1Cc1ccc(-c2ccncc2)cc1 (stereo not given)	15%
CCCC#Cc1cnc2c(c1)C(=O)N([C@H](C)CO)C[C@H](C)[C@@H](CN(C)C(=O)CCN1CCCCC1)O2	-6%
Cc1ccc(OC(=O)N(C)C[C@H]2OCc3cn(nn3)CCCC(=O)N([C@H](C)CO)C[C@@H]2C)cc1	11%
CCN(CC(=O)Nc1c(F)cccc1F)C(=O)c1ccc(OC)c(S(=O)(=O)NC2CCCC2)c1	11%
Cc1ccc(N(CC(=O)N2CCCCCC2)S(C)(=O)=O)cc1	11%
COc1ccc(S(=O)(=O)N2CCC(C(=O)N[C@@H](C)C(=O)NCc3ccccn3)CC2)cc1	4%
COc1cc2c(cc1OC)C(c1c(-c3c(Cl)cccc3Cl)noc1C)=NCC2	2%
CCc1ccc([C@@H]2C[C@H]3[C@@H](CN2S(=O)(=O)c2ccc(C)cc2)C(=O)C[C@@H](c2cccc(Cl)c2)N3S(=O)(=O)c2ccc(C)cc2)cc1	9%
Cc1ccc(S(=O)(=O)N(C)CC(=O)N(C)CCOc2ccccc2)cc1	13%
COc1ccc(C(CNC(=O)CNC(=O)c2cccc(F)c2)N2CCOCC2)cc1 (stereo not given)	4%
C[C@@H]1CN([C@H](C)CO)C(=O)CCCn2cc(nn2)CO[C@H]1CN(C)C(=O)Nc1ccc(F)cc1	7%

Rewritten field by field: 2 of the compounds above
CCN(CC)CCOc1ccc(-c2c(C)c3c(ccc4ccccc43)oc2=O)cc1
- Rac1 GTP hydrolysis: 18%
O=C(COC(=O)c1ccccc1SCC(=O)N1CCCC1)NCc1ccc(F)cc1
- Rac1 GTP hydrolysis: 15%

The listing continues.
SMILES	Rac1 GTP hydrolysis
COCn1ccnc1C(=O)c1ccco1	5%
Cc1ccc(NC(=O)CCNC(=O)N2CC(=O)Nc3ccccc32)cc1Cl	11%
CCCCC1CCC(C(=O)N(CCC(C)C)c2c(N)n(CCCC)c(=O)[nH]c2=O)CC1 (stereo not given)	10%
CN(C)S(=O)(=O)c1cccc(NC(=O)CNc2cccc(S(=O)(=O)N3CCCCC3)c2)c1	12%
O=C(Oc1ccccc1)N1CCCCC1	2%
CC(=O)c1ccc(OCC(=O)OCC(=O)c2ccc(S(=O)(=O)N3CCCCC3)cc2)cc1	15%
Nc1nc(N)c2cc(S(=O)(=O)c3ccc4ccccc4c3)ccc2n1	7%
